# Giardia killer: kills Giardia lamblia; Giardia lamblia trophozoite viability; activity change, % at 7.66 µM, hits read low; 340,000 tested, 0.15% active; in the data active means activity change below about -80%; inconclusive means between about -30% and that limit;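 further: parasites exposed to compound for two days anaerobically before the ATP read; on the % scale 0 is the no-effect control and ±100 the full control effect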
#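 Killing of trophozoites was scored by loss of ATP luminescence after a 48 hrs anaerobic exposure to compounds at 37 deg C, using 100 cells per well.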
# PKM2 activator: increases activity of human pyruvate kinase M2. P14618. purified PKM2, Kinase-Glo ATP luminescence, activation; response scale: 0% is enzyme alone, no compound. Potency, µM (top dose mostly 57.5 µM), for the others: top-dose activation, hits mostly activators. 260,000 tested, 0.34% active; further: potency means the concentration at half of the fitted maximal effect; on the % scale 0 is the no-effect control and ±100 the full control effect; nearly all actives have a fitted effect of over 55% in size
# Target sequence (P14618 whole entry, looked up): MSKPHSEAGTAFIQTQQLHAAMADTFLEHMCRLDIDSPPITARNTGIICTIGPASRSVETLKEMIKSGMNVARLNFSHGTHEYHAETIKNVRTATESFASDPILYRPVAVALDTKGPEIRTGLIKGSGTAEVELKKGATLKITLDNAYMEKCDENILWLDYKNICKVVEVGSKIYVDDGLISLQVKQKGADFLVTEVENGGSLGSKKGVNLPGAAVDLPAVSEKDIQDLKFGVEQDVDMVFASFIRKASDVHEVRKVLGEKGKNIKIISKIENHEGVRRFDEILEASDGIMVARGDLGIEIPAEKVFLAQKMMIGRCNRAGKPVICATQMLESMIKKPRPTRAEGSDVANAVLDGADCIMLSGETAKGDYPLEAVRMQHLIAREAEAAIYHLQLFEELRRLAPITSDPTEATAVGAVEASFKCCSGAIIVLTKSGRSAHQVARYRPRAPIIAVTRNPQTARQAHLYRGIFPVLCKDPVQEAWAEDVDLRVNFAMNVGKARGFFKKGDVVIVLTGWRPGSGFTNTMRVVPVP
#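 Kinase-Glo luminescence reports ATP generated from ADP (0.1 mM) and PEP (0.5 mM) by purified hPK-M2 after 1 h at room temperature, pH 7.2 imidazole buffer; intermediate enzyme activity allows detecting inhibitors and activators.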
# FBPA coupling cs: counter-screen for Giardia aldolase inhibitors: coupling enzyme system | coupling enzyme system counterscreen, AmpLite Red fluorescence | activity change, negative = inhibition, % at 58.2 µM, hits read low | 290,000 tested, 0.67% active; in the data active means activity change below about -30%; further: on the % scale 0 is the no-effect control and ±100 the full control effect
#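 Counterscreen lacking aldolase: glyceraldehyde-3-phosphate coupling-enzyme reagent preincubated 10 min at RT with compound (at 57.5 uM final), then substrate/coupling system with AmpLite Red added; fluorescence read at 525/598 nm after 20 min RT.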
# Tb PFK inh: T. brucei PFK enzyme inhibition. O15648. T. brucei PFK, ADP-Glo luminescence. Potency, µM (highest dose often 57.5 µM), for inactives: top-dose activity, negative = inhibition, actives largely listed as inhibitors. 330,000 tested, 0.17% active. AID 485367;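 further: potency means the concentration at half of the fitted maximal effect; 0% = uninhibited 1x PFK enzyme wells and -100% = no-enzyme wells; nearly all actives have a fitted effect of over 60% in size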
#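 1.25 nM PFK with 0.5 mM F6P and 0.1 mM ATP in 0.1 M TEA pH 8.0, 5 mM MgCl2, incubated 45 min at room temperature; ADP measured by ADP-Glo luminescence; compounds titrated up to 57 uM.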
# S-ASM inh: inhibitors of human secretory acid sphingomyelinase; P17405; placental ASM, HMU-PC fluorogenic substrate, 60 min; Potency, µM (highest dose often 57.5 µM), for the others: at the highest dose activity change, negative = inhibition, most hits filed as inhibitors; 340,000 tested, 0.006% active; further: potency means the concentration at half of the fitted maximal effect
#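 Fluorogenic HMU-PC substrate (9 uM final) is turned over by placental ASM in 60 min at 37 C after a 10 min compound preincubation. Reaction ended by alkaline stop (pH 10), with fluorescence read at 386/447 nm.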
# B2AR arrestin: beta2AR (human) beta-arrestin recruitment activity; Potency, µM (top dose mostly 46.1 µM), for the others: at the highest dose activation, hits mostly activators; 330,000 tested, 0.02% active; P07550; AID 492947; beta-arrestin recruitment to beta2AR, cell-based reporter;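 further: potency means the concentration at half of the fitted maximal effect; 0% = DMSO controls and full agonism = EC100 isoproterenol or metaproterenol; nearly all actives have a fitted effect of over 65% in size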
# Target sequence (P07550 whole entry, looked up): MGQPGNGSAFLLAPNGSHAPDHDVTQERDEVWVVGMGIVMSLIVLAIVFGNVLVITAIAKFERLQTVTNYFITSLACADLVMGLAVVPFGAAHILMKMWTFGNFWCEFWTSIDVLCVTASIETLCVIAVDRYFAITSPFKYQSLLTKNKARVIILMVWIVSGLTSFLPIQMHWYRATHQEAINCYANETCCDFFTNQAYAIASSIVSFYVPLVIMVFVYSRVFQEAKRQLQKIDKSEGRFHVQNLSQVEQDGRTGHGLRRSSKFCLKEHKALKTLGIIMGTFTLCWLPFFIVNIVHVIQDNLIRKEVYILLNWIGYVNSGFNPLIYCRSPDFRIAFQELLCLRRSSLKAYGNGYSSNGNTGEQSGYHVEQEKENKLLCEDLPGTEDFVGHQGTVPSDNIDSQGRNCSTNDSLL
# a7 integrin act: integrin-mediated muscular dystrophy alleviation activation | 350,000 tested, 0.064% active | alpha7betagal myoblasts, beta-gal FDG fluorescence, 48 h | Potency, µM (series often up to 38.3 µM), for the others: at the highest dose activation, actives largely listed as activators;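 further: potency means the concentration at half of the fitted maximal effect; 100% = response of the positive control SU9516; nearly all actives have a fitted effect of over 60% in size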
#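 alpha7betagal+/- myoblasts (passage 13, 250/well) treated 48 h at 37C with compounds at 1:260 dilution of DMSO stock. Lysed, then beta-galactosidase activity read as FDG fluorescence (ex 480/em 540) after 30 min, with pre-read for autofluorescence.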
# GALK inh: blocks human galactokinase activity | P51570 | Purified GALK, Kinase-Glo residual ATP luminescence | Potency, µM (series often up to 57.5 µM), without a hit: top-dose activity change, negative = inhibition, usual class: inhibitors | 270,000 tested, 0.007% active | AID 1868; further: potency means the concentration at half of the fitted maximal effect; on the % scale 0 is the no-effect control and ±100 the full control effect
#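 GALK at 5 nM final was combined with compound, 35 uM ATP and 100 uM galactose in HEPES pH8.0 with MgCl2 and DTT. The reaction ran one hour at room temperature before luminescent ATP detection.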
# Menin MLL FP TR: displaces Texas Red mutant MLL peptide from human menin; 270,000 tested, 0.23% active; O00255; Menin + Texas Red MLL mutant peptide, fluorescence polarization; Potency, µM (doses to about 61.6 µM), for inactives: at the top dose FP activity change, negative = inhibition, actives largely listed as inhibitors; active means well fitted inhibition curve with a large enough effect in the polarisation, with a control signal flat, not every such curve was filed as active; inconclusive means small, poorly fitted or top-dose-only effect, or effect the other way, or a change in a side signal; inactive means no such curve, though single readings can be large or run the other way; the % refers to the polarisation; further: potency means the concentration at half of the fitted maximal effect; % of control where 0% means no effect; many of its hits are not listed in these tables
# TSG101-PTAP inh: blocks PTAP/TSG101 interaction to inhibit HIV-1 budding. AID 493005. Q99816. Potency, µM (titrated, usually from 115 µM), for inactives: at the highest dose activity change, negative = inhibition, actives largely listed as inhibitors. 340,000 tested, under 10 active. Fluorescence polarization, FITC-PTAP peptide / Tsg101 binding; active means well fitted inhibition curve with a large enough effect in the main read-out, with a control signal flat, not every such curve was filed as active; inconclusive means small, poorly fitted or top-dose-only effect, or effect the other way, or a change in a side signal; inactive means no such curve, though single readings can be large or run the other way; further: potency means the concentration at half of the fitted maximal effect; % of control where 0% means no effect
#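 FP read-out: FITC-PTAP peptide, 50 nM final, binding Tsg101 binding domain, 10 uM final; 20 min, r.t.; 10 mM HEPES pH 7.5, 0.15 M NaCl, 0.01% Tween 20, 3 mM EDTA, 0.1 mM TCEP.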
# BCR signal inh: chronic active BCR signaling inhibition | 340,000 tested, 0.05% active | Potency, µM (highest dose often 46.1 µM), inactives show top-dose ratio change, negative = lower green/red ratio, hits mostly inhibitors | ABC-DLBCL IkBa-CBG/CBR reporter, luminescence ratio, 4 h; active means well fitted inhibition curve with a large enough effect in the signal ratio, with a control signal flat, not every such curve was filed as active; inconclusive means small, poorly fitted or top-dose-only effect, or effect the other way, or a change in a side signal; the % refers to the signal ratio;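 further: potency means the concentration at half of the fitted maximal effect; plate controls were basal doxycycline-induced cells for no effect and cells given 10 µM MG132 for full effect; MG132 reads +100%, hits lower the ratio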
#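 Doxycycline induced both beetle luciferases in TMD8 lymphoma cells; IKK-driven degradation limits the IkappaBalpha-fused green signal, while red luminescence normalises for cell number and nonspecific effects. Compounds tested up to 46 uM, 4 hrs.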
# The depositor's hits bear a star; i = inactive; u = inconclusive; x = no result given; [ ] = remark or other dose. Unless noted, the call rests on the fitted dose curve; in most records, active means well fitted curve in the direction sought with a large enough effect; inconclusive means small, poorly fitted or top-dose-only effect, or another doubt; inactive means no such curve, though single readings can be large; an effect the other way counts as inactive or inconclusive. This is a subset (hit frequency here may not be typical).
SMILES,Giardia killer,PKM2 activator,FBPA coupling cs,Tb PFK inh,S-ASM inh,B2AR arrestin,a7 integrin act,GALK inh,Menin MLL FP TR,TSG101-PTAP inh,BCR signal inh
CCn1c(SCC(=O)Nc2cc(C)on2)nnc1-c1c[nH]c2ccccc12,3.8,6.0%,6.7,7.7%,-0.5%,-0.2%,-13.7%,0.2%,1.3%,-4.6%,u
Cc1csc(Sc2ccc([N+](=O)[O-])cc2C(=O)OCC(=O)NC2CCCC(C)C2C)n1 (stereo not given),-3.7,3.0%,-1.5,-1.6%,-1.1%,0.1%,-19.3%,x,19.3%,-3.6%,3.8%
Cc1cc(=O)[nH]c(SCC(=O)NC2CCCCCC2)n1,-2.6,x,x,-2.3%,3.8%,-0.8%,19.0%,x,x,-4.9%,7.8%
CC(=O)c1cccn1S(=O)(=O)c1ccccc1,41.3[activator],x,0.1,11.6%,0.3%,0.1%,0.0%,-2.7%,14.0%,-6.2%,u
NS(=O)(=O)c1ccc(NC(=O)COC(=O)c2ccc([N+](=O)[O-])s2)cc1,15.0,1.2%,-0.2,-0.6%,-0.7%,-0.5%,-6.4%,u,x,-3.0%,u
CCOc1ccccc1NC(=O)NC1(C(=O)NCc2cccnc2)CCCCC1,9.5,2.9%,2.2,0.2%,-2.4%,-0.7%,7.2%,-1.9%,-0.1%,1.9%,-0.2%
O=C(CCN1CCOCC1)Nc1ccccc1,-2.3,-3.4%,-3.2,5.2%,1.3%,1.1%,1.5%,-0.9%,20.2%,-7.4%,-5.2%
CC#CCN1C=C(C(=O)OCC)C(C)N(Cc2ccc(Br)cc2)S1(=O)=O (stereo not given),9.8,x,x,0.5%,3.1%,0.0%,-37.1%,x,x,0.6%,-0.1%
Cc1ccc(-n2nnnc2SCC(=O)N2CCCCC2)cc1,-6.1,0.2%,1.7,-6.2%,3.8%,-0.1%,11.7%,-1.0%,2.3%,-6.4%,u
COc1ccc(S(=O)(=O)N2CCN(C(=O)c3oc4ccccc4c3C)CC2)cc1,-6.0,3.5%,x,2.1%,-0.6%,0.2%,3.4%,-1.8%,x,-0.6%,-15.4%
CC(C)C[C@H](NC(=O)[C@H](Cc1ccccc1)n1c(=O)[nH]c2ccccc2c1=O)C(=O)N1CCC[C@H]1C(=O)O,7.4,0.5%,0.0,2.5%,-0.9%,-0.6%,18.2%,x,-12.7%,-2.2%,15.3%
NC(=O)CCc1c[nH]c2ccccc12,-14.0,-4.3%,0.9,-1.6%,-1.6%,2.5%,8.5%,1.6%,3.7%,-2.3%,0.7%
CC(=O)N1CCN(C(=O)c2cc(C)oc2C)CC1,30.3[activator],x,x,-2.1%,5.4%,0.4%,3.4%,x,x,-2.7%,-0.1%
COc1ccc(NC(=O)CSc2nc3ccccc3c(=O)n2CCNC(C)=O)cc1,-12.3,9.2%,-12.7,2.9%,-1.0%,-0.3%,-20.3%[7.66 µM],-0.7%,-5.4%,1.1%,5.5%
COc1ccccc1C1CCN(Cc2ccc(Cl)cc2Cl)CC1,14.1,x,0.2,-2.1%,1.0%,-0.9%,-31.0%,-1.6%,-3.2%,-0.2%,-0.2%
Nc1[nH]ncc1N=Nc1ccc(Cl)cc1,2.1,-11.5%,-2.1,-3.8%,-14.2%,-1.1%,0.7%,0.5%,u,-6.6%,-20.8%
Cc1ncc(/C=C2\C(=O)Nc3ccccc32)[nH]1,3.8,2.1%,5.5,8.7%,-2.3%,0.1%,23.3%,-2.2%,x,-0.5%,u
Cc1ccccc1Cn1nnc(-c2ccc(F)cc2)n1,-8.8,x,-0.7,18.6%,-2.4%,-0.7%,-5.0%,1.7%,21.7%,-1.2%,-7.8%
COc1ccc(C(=O)Oc2ccc(C(=S)N3CCCC3)cc2)cc1OC,x,0.8%,-0.4,0.7%,x,u,x,-2.1%,-2.9%,x,1.6%
C[C@H](O)Cc1cc2ccccc2c(=O)o1,6.1,x,x,-0.7%,-3.0%,-0.1%,-17.1%,x,x,x,-1.4%
Cn1c(SCC(=O)N2CCCC2=O)nnc1-c1ccccc1F,17.9,6.0%,4.3,-2.6%,-0.4%,-0.1%,15.4%,-2.7%,-0.2%,-10.3%,-0.2%
COc1ccccc1-c1ccc(NC2CCCC2)nn1,18.4,-4.4%,-0.9,0.0%,3.0%,-0.4%,-16.2%,-1.3%,11.0%,-3.9%,u
CC(=O)c1cc2c(cc1NC(=O)CCc1c(C)nc3ncnn3c1C)OCO2,5.4,x,x,0.2%,36.3%[activator],0.0%,-8.0%,x,x,-2.3%,-1.7%
CCOC(=O)c1cccc(NC(=S)NCc2ccc(C)cc2)c1,1.3,-12.9%,-2.7,-2.2%,-2.8%,0.7%,-15.1%,-0.4%,u,0.5%,3.7%
COc1ccccc1NC(=O)Nc1nc(CC(=O)NC2CCCC2)cs1,-12.4,x,x,3.5%,-0.4%,-0.8%,8.5%,x,x,-3.0%,u

# (more compounds)
SMILES,Giardia killer,PKM2 activator,FBPA coupling cs,Tb PFK inh,S-ASM inh,B2AR arrestin,a7 integrin act,GALK inh,Menin MLL FP TR,TSG101-PTAP inh,BCR signal inh
O=C(Nc1ccc(N2CCOCC2)c(Cl)c1)c1c(F)c(F)c(F)c(F)c1F,12.6,-3.3%,-6.1,7.0%,-3.9%,-0.2%,-29.2%,0.8%,24.2%,-7.6%,u
Cn1cnnc1Sc1ccc(/C=C(\CCC(=O)O)c2nc3ccccc3s2)cc1[N+](=O)[O-],5.3,14.7%,0.8,0.2%,0.9%,-0.1%,-8.9%,4.3%,u,-0.9%,-0.8%
Cc1cc(C(=O)CSc2nnc(-c3cccnc3)n2-c2ccccc2)c(C)n1CC1CCCO1 (stereo not given),-12.8,-1.9%,6.6,1.1%,-2.2%,-0.1%,-18.2%,-3.2%,0.2%,-0.1%,4.4%
O=C(O)CCNC(=O)COc1ccc2c3c(c(=O)oc2c1)CCCC3,23.8,x,11.5,2.2%,13.0%,-0.7%,-13.6%,x,7.7%,-3.0%,1.0%
CNC(=O)COc1ccc(S(=O)(=O)N2CCCC2)cc1,-4.5,-1.2%,5.2,-4.6%,-0.6%,-0.9%,33.0%,0.0%,u,1.2%,1.7%
O=c1oc2cc(O)ccc2cc1-c1ccc(F)cc1,-7.5,1.6%,7.9,-3.2%,i,-0.3%,-20.2%,1.5%,u,1.5%,10.4%
Cc1ccc(C2CC(=O)NC(SCC(=O)OCc3ccccc3)=C2C#N)o1 (stereo not given),-1.6,-0.2%,-5.7,-0.5%,-3.3%,0.3%,5.9%,-2.0%,-5.9%,4.3%,u
O=C(Oc1ccc2c3c(c(=O)oc2c1)CCCC3)c1cccs1,-12.0,-1.3%,1.0,4.0%,468.9%[activator],0.2%,-5.7%,0.5%,-0.2%,-2.2%,-4.1%
CCC(C)NC(=O)Cc1c(OC)ccc2cc(Br)ccc12 (stereo not given),9.7,0.2%,4.1,1.1%,-1.0%,0.7%,0.2%,-1.8%,1.0%,-1.5%,3.6%
CC(C)n1c(NCc2ccc(N(C)C)cc2)nc2ccccc21,-17.9,4.6%,0.8,-2.2%,-3.0%,-0.7%,-3.6%,-1.0%,-5.9%,-4.3%,-0.3%
O=C(NCCCn1ccnc1)/C(=C\c1cccnc1)NC(=O)c1ccccc1F,7.4,9.7%,1.4,1.5%,1.4%,-1.6%,12.7%,1.9%,-0.9%,-3.1%,-2.2%
COC(=O)c1cc(NS(=O)(=O)c2ccc(OC)c(OC)c2)ccc1Cl,10.2,13.7%,1.4,6.7%,2.4%,-0.4%,7.2%,-0.2%,12.7%,-0.6%,-2.3%
CCN1CCN(CCC(=O)Nc2cc(OC)ccc2OC)CC1,11.9,-0.8%,-1.2,2.7%,-3.2%,0.2%,-0.2%,-3.5%,5.2%,0.2%,13.0%
COc1ccc(CC(=O)N/N=C(\C)c2cccnc2)cc1,8.1,-1.7%,1.1,2.3%,1.0%,-0.4%,-7.7%,3.6%,-0.4%,-2.2%,-5.4%
Cc1nc(SC(C(=O)c2ccccc2)c2ccccc2)nc2ccccc12 (stereo not given),-13.7,-2.4%,2.7,-0.5%,-6.0%,-0.4%,-9.0%,0.5%,-5.8%,0.1%,2.3%
CSc1nnc(-c2cccn(Cc3cccc(Cl)c3)c2=O)o1,25.2,-7.9%,0.7,-11.7%,449.1%[activator],0.0%,6.5%,4.6%,-8.0%,0.9%,0.4%
C=CCOc1ccc(/C=N/Nc2ccccn2)cc1OC,15.0,-3.9%,-1.5,0.9%,5.2%,-0.3%,15.0%,1.2%,u,-4.0%,5.4%
Cc1ccccc1CC(=O)c1ccc(O)c(C)c1O,39.9[activator],2.2%,-1.4,-0.6%,-7.7%,-0.6%,-22.7%,0.1%,u,0.5%,u

# Compound activity as filed in PubChem.
